V-ATPase pHluor: yeast V-ATPase proton transport regulation by pHLuorin; AID 504577; actives 0.37% (n = 350,000); response, % at 10 µM; S. cerevisiae, pHLuorin cytosolic pH fluorescence; in the data active means response mostly above about 7.3%, no sharp cut-off; inactive means mostly below about 5.4%; further: actives read high; inactives centre near 0; some compounds called inactive have numbers as strong as hits; reference of the scale not given here
RTF Ca sens act: cardiac RTF calcium sensitization; IANBD-labeled TnC RTF fluorescence at EC20 calcium; 0% EC20 calcium, 100% full calcium; activation, % at 7.2 µM; AID 493008; P19429+P45379; actives 0.24% (n = 340,000);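 active means activation above the mean over all tested compounds plus 3 SD, cut at about 30% in these data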;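 further: rise in fluorescence read as greater calcium sensitivity of cardiac thin filaments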
Wnt bcat act: activators of Wnt/beta-catenin signaling; actives 1.2% (n = 300,000); AID 743398; activation, % at 9.35 µM; Wnt/beta-catenin reporter cell assay, activator, plate reader; in the data active means activation above about 30%, passing the limit was not always enough;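 further: 0% = neutral control wells and 100% = positive control wells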
Rtt109 Vps75: C. albicans Rtt109 histone acetyltransferase inhibition; Q5AAJ8; purified Rtt109/Vps75, ThioGlo CoA-SH fluorescence, 4 h; inhibition, % at 34.9 µM; actives 0.16% (n = 330,000); AID 540336;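 active means inhibition of at least 50% in every replicate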
Target sequence (Q5AAJ8 whole entry, looked up): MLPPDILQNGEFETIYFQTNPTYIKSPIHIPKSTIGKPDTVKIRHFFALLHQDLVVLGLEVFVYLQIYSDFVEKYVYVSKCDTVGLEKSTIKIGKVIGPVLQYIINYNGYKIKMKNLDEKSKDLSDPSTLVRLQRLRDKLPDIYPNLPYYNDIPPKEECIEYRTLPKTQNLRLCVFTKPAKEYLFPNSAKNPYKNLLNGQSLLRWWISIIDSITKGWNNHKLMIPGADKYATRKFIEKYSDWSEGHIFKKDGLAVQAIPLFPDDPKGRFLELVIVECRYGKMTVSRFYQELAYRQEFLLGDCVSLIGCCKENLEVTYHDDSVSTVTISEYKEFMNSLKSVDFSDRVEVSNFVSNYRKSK
dFosB act: mouse delta FosB homodimer activation; P13346; purified delta FosB, TAMRA-CDK5 oligo fluorescence polarization; percent of positive-control signal above neutral wells; activation, % at 25 µM; actives 0.99% (n = 340,000); AID 493131;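 active means mean activation above about 17%, with every replicate also reaching it, limit read from the data, passing the limit was not always enough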;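 further: fluorescence polarization rise as delta FosB binds a TAMRA Cdk5 AP-1 oligo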
MITF TRPM1 HTS: MITF TRPM1 promoter activation in melanoma cells; activation, % at 12.5 µM; AID 588334; SK-MEL-5 TRPM1-promoter luciferase, 24 h; % of positive control, neutral wells = 0; actives 0.75% (n = 300,000);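 active means mean activation of at least 80% with every replicate also reaching 80%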;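 further: 0% = neutral control wells and 100% = parthenolide positive control wells; values of inactives mirror those of a sister screen read the other way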
Tat transport: inhibitors of E. coli Tat protein transport; E. coli MC4100 TorA-mCherry Tat export, fluorescence; inhibition, % at 10 µM; actives 0.036% (n = 340,000); AID 488895;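 active means mean replicate inhibition at least 50% and at least half of replicates individually reaching 50%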;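 further: exported cargo escapes ClpAP degradation while cytoplasmic cargo is degraded and loses fluorescence; 0% = median of neutral control wells and 100% = median of NaSCN control wells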
CAL PDZ FP-1: human CAL PDZ-peptide interaction inhibition | actives 0.02% (n = 330,000) | inhibition, % at 20 µM | Q9HD26 | purified CAL PDZ, TMR-peptide fluorescence polarization, 1 h | AID 504414;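 active means highest replicate inhibition of at least 40%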;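 further: plate controls were DMSO neutral control wells for no effect and unlabeled competitor peptide control wells for full effect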
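Assay system – tagged CAL PDZ protein CerCALP, purified · Timing – 1 h at RT · Compound – single point, 20 µM · Measured by – fluorescence polarization from S- and P-plane intensities, G-factor corrected · Evaluation – inhibition from polarization loss · Probe or stimulus – TMR reporter peptide T*-PRC34 · Buffer or medium – pH 7.4 phosphate-saline buffer, reducing agent, detergent, IgG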
CAL PDZ FP-2: inhibitors of human CAL PDZ peptide binding; purified CAL PDZ, TMR-peptide fluorescence polarization, 1 h; inhibition, % at 24.9 µM; actives 0.92% (n = 300,000); AID 602252;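 active means mean inhibition of at least 30% with at least half of replicates also reaching 30%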;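 further: 0% = DMSO neutral control and 100% = excess unlabeled competitor peptide PRC23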
CDK5 p35 inh: inhibitors of human CDK5/p35 kinase; inhibition, % at 10 µM; Recombinant CDK5/p35, ADP-Glo luminescence, 60 min; Q00535+Q15078; actives 0.01% (n = 330,000); AID 488839;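 active means highest replicate inhibition of at least 50% and at least 75% of replicates reaching 50%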;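 further: plate controls were DMSO neutral control for no effect and GW8510 at 10 µM for full effect; many of its hits are not listed in these tables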
Target sequence (Q00535 whole entry, looked up): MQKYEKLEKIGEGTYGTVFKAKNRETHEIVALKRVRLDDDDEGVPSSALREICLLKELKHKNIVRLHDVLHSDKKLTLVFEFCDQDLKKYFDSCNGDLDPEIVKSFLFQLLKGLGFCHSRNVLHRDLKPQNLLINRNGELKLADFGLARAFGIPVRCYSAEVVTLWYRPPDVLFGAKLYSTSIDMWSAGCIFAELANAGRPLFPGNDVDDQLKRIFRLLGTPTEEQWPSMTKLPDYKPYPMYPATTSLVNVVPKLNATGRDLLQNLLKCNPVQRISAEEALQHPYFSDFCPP
Target sequence (Q15078 whole entry, looked up): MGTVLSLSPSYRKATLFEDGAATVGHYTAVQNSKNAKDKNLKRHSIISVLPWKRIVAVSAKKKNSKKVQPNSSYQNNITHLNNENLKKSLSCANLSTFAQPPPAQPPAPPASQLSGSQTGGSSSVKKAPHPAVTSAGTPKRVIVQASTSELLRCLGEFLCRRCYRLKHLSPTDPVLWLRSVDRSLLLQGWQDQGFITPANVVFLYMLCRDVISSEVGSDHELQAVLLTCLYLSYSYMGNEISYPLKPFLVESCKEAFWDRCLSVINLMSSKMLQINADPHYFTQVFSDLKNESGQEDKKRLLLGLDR
Active calls of the source: *; x = not tested or not shown. The order is random. Share with any hit: about 4.1%.

SMILES	V-ATPase pHluor	RTF Ca sens act	Wnt bcat act	Rtt109 Vps75	dFosB act	MITF TRPM1 HTS	Tat transport	CAL PDZ FP-1	CAL PDZ FP-2	CDK5 p35 inh
C[C@@H]1Cc2c(O)c(O)cc(O)c2C(=O)O1	-6	-2	x	-6	3	1	2	0.2	-2	-0.9
CSc1ncccc1C(=O)OCC(=O)NCCC1=CCCCC1	4	-6	2	0	-7	-3	-2	-2.3	-4	-4.1
COCC(CN1CCN(C2=NS(=O)(=O)c3ccccc32)CC1)OC(=O)c1ccc(OC)cc1 (stereo unspecified)	4	-7	-3	5	-13	1	-2	-0.2	5	0.5
COCCN1Cc2c(sc(C)c2C)N(C(=O)c2ccccc2)C1	5	2	-1	5	-7	-4	9	x	0	0.9
CCOc1ccc(N2CCc3c(C)nc(SC)nc32)cc1	-1	1	-2	-1	-7	12	-4	0.1	-3	-1.0
COc1ccc(/C=N/N=C/c2ccc(OC)cc2)cc1	-2	-3	7	-5	-2	62	2	0.4	-2	-2.6
CCN(CC)S(=O)(=O)c1cccc(-c2n[nH]c(=S)n2C(C)COC)c1 (stereo unspecified)	-3	3	-7	-5	3	4	-8	-0.3	-3	1.9
CCOc1nc(NCc2ccco2)nc(Nc2ccc(OC)cc2)n1	-1	-2	x	7	0	13	3	-1.8	-1	-0.2
COc1ccc(/C=C/C2=NC(=C\N(C)C)/C(=O)O2)cc1	-3	5	-1	-44	-4	47	4	0.2	0	-0.5
COC(=O)c1cc(=O)n(-c2ccc(C(F)(F)F)cc2)[nH]1	-4	6	-2	13	-13	-8	6	-0.1	x	-1.2
Cc1cccc(C(=O)OCC(=O)N(C)CC(=O)Nc2ccc(Cl)c(C(F)(F)F)c2)c1	1	-2	-2	-2	-4	7	11	-0.7	-7	-0.4
O=C(C1CC1)N(CCN(C(=O)C1CC1)c1ccccc1)c1ccccc1	-2	-3	x	4	3	2	-18	x	-9	1.2
CCCCC/S(CC1CC1(Cl)Cl)=N\S(=O)(=O)c1ccc(C)cc1 (stereo unspecified)	1	3	-1	-1	2	-3	13	-1.0	-3	1.7
COc1ccc(-c2c(C)nc3c(-c4ccc(F)cc4)cnn3c2N)cc1	2	0	27	-14	1	x	3	-0.3	-5	-3.4
Cc1occc1-c1nnc(SCC(=O)c2ccc(F)cc2)n1Cc1ccco1	-3	5	x	12	-4	11	-4	-1.9	x	0.0

Random excerpt: two entries already listed, in no set order.
SMILES	V-ATPase pHluor	RTF Ca sens act	Wnt bcat act	Rtt109 Vps75	dFosB act	MITF TRPM1 HTS	Tat transport	CAL PDZ FP-1	CAL PDZ FP-2	CDK5 p35 inh
CCOc1ccc(N2CCc3c(C)nc(SC)nc32)cc1	-1	1	-2	-1	-7	12	-4	0.1	-3	-1.0
CCOc1nc(NCc2ccco2)nc(Nc2ccc(OC)cc2)n1	-1	-2	x	7	0	13	3	-1.8	-1	-0.2

(further entries)
SMILES	V-ATPase pHluor	RTF Ca sens act	Wnt bcat act	Rtt109 Vps75	dFosB act	MITF TRPM1 HTS	Tat transport	CAL PDZ FP-1	CAL PDZ FP-2	CDK5 p35 inh
CCc1ccccc1N(CC(=O)N1CCc2ccccc2C1)S(C)(=O)=O	2	-2	-1	1	-6	x	-3	0.0	-3	-0.9
C=CCNC(=O)C12CC3CC(C1)CC(C(=O)NCC=C)(C3)C2	1	-1	-2	-14	-3	x	4	-0.5	-1	1.1
COc1ccc(CCCc2n[nH]c(=S)o2)cc1	2	6	-1	14	8	11	2	-2.5	1	1.1
COc1c(C)cc(C(=O)C2CCCN(C(=O)c3cccc(-n4cccn4)c3)C2)cc1C (stereo unspecified)	-3	2	-1	3	-13	2	-5	-0.7	6	0.0
Cc1ccc2nc(-c3ccccc3)cc(C(=O)N3CCc4ccccc4C3)c2c1	1	1	x	-4	-13	-22	12	-2.3	-2	-0.5
Cc1ccccc1NC(=S)Nc1ccccn1	3	-5	2	-3	3	10	5	-1.3	2	-0.5
CC(C)C[C@H]1CNC(=O)C(=O)N1CC1CCN(CCC(C)(C)C)CC1	2	-2	-2	8	10	3	-2	-0.4	-3	0.8
COCC(=O)n1cc(C(=O)OC)c2ccccc21	0	4	x	1	0	-2	7	-0.3	2	3.1
COc1ccc(S(=O)(=O)CCC(=O)N2CC(=O)N(CCc3ccccc3)C(=O)C2)cc1	3	-2	-2	1	-5	-5	0	-1.9	2	0.0
Cc1ccccc1NC(=O)CSc1ccncc1	0	-2	9	0	-3	13	2	-0.6	-3	2.3
CCOC(=O)C1CCN(C(=O)CN(c2ccc3c(c2)OCO3)S(C)(=O)=O)CC1	-2	-4	x	-4	-8	-7	-10	0.4	-4	-0.5
CCOc1cc(C)c(Cl)cc1S(=O)(=O)NCc1ccc2c(c1)OCO2	-2	-2	x	10	-5	8	2	-0.8	-1	0.4
O=C(C=Cc1ccc2c(c1)OCO2)OCC=Cc1ccc2c(c1)OCO2	4	8	-3	1	-2	5	31	0.6	53*	-0.1
COc1ccc(-c2[nH]nc3c2C(c2ccccc2OC(=O)N2CCOCC2)C(C#N)=C(N)O3)cc1 (stereo unspecified)	-3	5	-2	10	2	-11	-8	-1.4	7	0.6
COc1ccc(C(=O)Nc2cccc(-c3nnc(-c4ccco4)o3)c2)cc1	-2	-6	x	4	-45	-3	-6	-5.8	0	1.6
CCCNC(=O)c1nc(C)n(-c2ccc([N+](=O)[O-])cc2)n1	-2	x	0	0	3	2	-1	-0.5	2	0.7
COCCNC(=O)c1ccc(C2SCC(=O)N2Cc2ccco2)cc1 (stereo unspecified)	6	-1	-4	-15	-4	-15	-4	-2.5	-1	0.2
Cn1c(=O)n(C)c2cc(S(=O)(=O)O)ccc21	-1	3	x	7	-5	1	7	-0.2	-23	0.8
CCCCCCSc1ccc([C@H]2N[C@@](C)(C(=O)OC)[C@H]3C(=O)N(C)C(=O)[C@@H]23)cc1	-3	4	-5	15	1	-3	21	-0.6	0	-0.8
Cc1cc(C)n(CC(=O)Nc2ccc([N+](=O)[O-])cc2)n1	0	0	0	-15	-1	8	-5	0.0	-5	-0.2
COc1ccc(CCNC(=O)CSc2nc3[nH]ncc3c(=O)n2-c2ccccc2Br)cc1OC	1	-3	-3	0	-3	-3	-7	-0.2	x	-4.7
COc1cc2c(cc1NC(=O)COC(=O)[C@@H](NS(=O)(=O)c1cccc(Cl)c1)C(C)C)oc1ccccc12	1	2	x	-2	-8	14	7	-2.5	-3	-9.0
CCOc1ccc(NS(=O)(=O)c2ccc(C(=O)N3CCCC3)cc2)cc1	5	4	-4	x	-12	-10	-2	-2.2	-4	2.0
CCCCCC(=O)Nc1cccc(C2=NOC3(C2)C[C@H](C(N)=O)N(C(=O)CCCCC)C3)c1 (stereo partly specified)	4	2	-2	0	-13	-2	-10	-5.7	1	0.7
O=C(NCCc1ccc(Cl)cc1)C1CCC(CNc2c(N3CCCCC3)c(=O)c2=O)CC1 (stereo unspecified)	-4	-1	-3	2	-2	x	-6	-0.7	x	-0.5
O=S(=O)(c1ccc(Cl)cc1)N1CCN(C(=S)Nc2ccccc2F)CC1	1	3	-1	19	-4	4	-2	-0.2	0	0.7
CCCCn1c(N)c(N(CCOC)C(=O)c2ccc3c(c2)C(=O)N(c2cc(C)ccc2C)C3=O)c(=O)[nH]c1=O	-3	-3	1	-1	-8	-1	-3	1.0	-2	0.6
Cc1ccc2nc(SCC(=O)Nc3ccc4c(c3)OCO4)nc(=O)n2c1	0	4	1	-5	-1	7	-7	-0.9	x	0.2
Cc1ccc2sc(N(CCCN(C)C)C(=O)c3ccc(S(=O)(=O)N(C)C4CCCCC4)cc3)nc2c1C	0	-8	-21	7	-39	-78	23	-1.6	-17	-7.5
COc1cc2c(cc1OC)CC1(CCCCC1)N=C2	1	6	5	6	-2	-4	-6	0.6	-1	-2.2
COc1ccccc1NC(=O)C1=C(C)Nc2nnnn2C1c1cc(Br)ccc1OC (stereo unspecified)	-2	4	-2	-4	-12	-7	-1	3.8	-2	-3.7
Cn1c2c(c(=O)n(C)c1=O)C(c1ccc(Br)cc1)Nc1ccccc1O2 (stereo unspecified)	-1	6	-12	4	-8	-24	-1	x	-4	-1.6
CC(OC(=O)c1ccc2c(c1)OCO2)C(=O)NC1CCCCC1C (stereo unspecified)	-8	-4	-3	22	0	-1	1	-2.8	-6	0.2
Cc1ccc(C)c2[nH]c(=O)c(CCNC(=O)C(C)(C)C)cc12	1	7	-1	-5	-4	13	0	0.2	x	-0.6
CCc1ccc(C2=NN(CCC(=O)NC3CCCCCC3)C(=O)CC2)cc1	0	-4	1	-5	-20	1	-5	-0.4	2	-1.2
CC1CC2=C(NC(=S)NC2c2ccc(F)cc2)/C(=C/c2ccc(F)cc2)C1 (stereo unspecified)	7	-11	x	-2	-9	-11	-5	0.4	-6	-0.7
COc1ccc2c(c1)C(=O)CCC2c1ccccc1 (stereo unspecified)	-7	7	-1	10	-11	9	4	x	-7	0.1
CCOc1ccccc1NC1=C(OC)C(=O)C(Nc2ccccc2OCC)=C(OC)C1=O	0	-3	-1	-2	0	-11	-5	1.2	-1	0.7
O=C(Cn1c(=O)oc2ccccc21)Nc1ccc2c(c1)OCCO2	2	-2	14	11	-11	x	7	-3.3	-2	-0.6
O=C1CC(N2CCN(Cc3ccccc3)CC2)C(=O)N1c1ccccc1 (stereo unspecified)	3	-1	x	-10	2	-10	2	-0.9	x	-0.7
COc1ccc(-c2csc(NC(C)c3nc4cc(Cl)c(Cl)cc4n3CCCO)n2)cc1 (stereo unspecified)	2	8	-4	0	-3	0	-14	-0.8	-3	-0.5
CCO[C@H]1OC(C(=O)O)=C[C@@H](c2ccc(C(F)(F)F)cc2)[C@@H]1CCCO	-1	4	-2	-4	-2	-2	-7	-1.2	-1	-1.3
CC(C)C(=O)Nc1c(-c2cccs2)c(=O)c2ccccc2n1C	-4	0	x	1	3	-1	-6	x	3	0.8
NNC(=O)c1cc2ccccc2cc1O	-2	7	x	-1	-6	-76	-11	-0.4	-2	0.2
O=C(c1ccccc1)c1ccccc1C(=O)N1CCN(Cc2ccccc2F)CC1	4	7	0	4	-13	-2	-2	-1.6	-2	0.2
COc1ccc(C(=O)N2CCCCCCC2)cc1OC1CCN(C(C)C)CC1	-3	-4	0	4	-1	0	-1	0.3	-3	-1.4
O=C(Nc1ccc(S(=O)(=O)N2CCCCCC2)cc1)C1CCCO1 (stereo unspecified)	-1	-1	-2	11	9	-8	-15	-0.7	-3	0.5
Cc1nn(Cc2c(Cl)cccc2Cl)c(C)c1NC(=O)c1sc2ccccc2c1Cl	6	4	x	-9	40*	-38	2	0.5	-2	0.1
Cc1noc(C)c1CSCC(=O)Nc1nc2ccc(Oc3ccccc3)cc2s1	-4	-2	-4	-5	-8	4	-5	-0.4	-2	0.7
CC1(C)C(C=C(Cl)Cl)C1C(=O)Nc1ccc(S(=O)(=O)Nc2ncccn2)cc1 (stereo unspecified)	-2	-2	-4	3	-6	5	2	-2.2	-1	-0.9

Screening data from PubChem BioAssay.
